EP2 modulator: EP2 receptor modulators, cAMP readout, primary screen, cell-based, HTRF cAMP, PGE2 stimulation | Prostaglandin E2 receptor EP2 subtype (Homo sapiens), P43116 | EP2-expressing cells, cAMP HTRF FRET, PGE2 co-stimulation | induction, % at 25 µM | 0.83% of 260,000 active;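 active = compounds whose cAMP rise, as percent of the full-agonist control response, exceeds 60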;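 note: rat C6 glioma line stably carrying human EP2 under a CMV promoter; the protocol text gives 20 µM as final concentration; 100% = response of wells given 1 µM PGE2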
S1P4 antag: S1P4 receptor antagonists, primary screen, cell-based; 0.26% of 220,000 active; Sphingosine 1-phosphate receptor 4 (Homo sapiens), O95977; S1P4-expressing cells, antagonist mode, reporter read-out; AID 1510, 2009; inhibition, % at 4.98 µM; in the data active = inhibition above about 29%;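 note: 0% = wells stimulated with agonist and 100% = vehicle wells without agonist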
eIF4E 4G PPI: eIF4E–eIF4G protein interaction inhibitors, primary screen, biochemical, uHTS, TR-FRET, eIF4GI fragment. Eukaryotic translation initiation factor 4E (Mus musculus) + Eukaryotic translation …. TR-FRET eIF4E-eIF4GI(517-606) binding, 2 h. inhibition, % at 21.7 µM. 0.37% of 220,000 active;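 active = inhibition above about 30%, limit read from the data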;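 note: 0% = full FRET control wells and 100% = background wells lacking eIF4GI fragment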
p97 inhibitor: inhibitors of human p97 ATPase, primary screen, biochemical | Transitional endoplasmic reticulum ATPase (Homo sapiens), P55072 | recombinant p97 ATPase, Kinase-Glo ATP luminescence, 3 h | inhibition, % at 8 µM | 0.42% of 220,000 active; in the data active = inhibition above about 15%;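 note: 0% = DMSO vehicle and 100% = wells lacking enzyme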
Target sequence (P55072 whole entry, looked up): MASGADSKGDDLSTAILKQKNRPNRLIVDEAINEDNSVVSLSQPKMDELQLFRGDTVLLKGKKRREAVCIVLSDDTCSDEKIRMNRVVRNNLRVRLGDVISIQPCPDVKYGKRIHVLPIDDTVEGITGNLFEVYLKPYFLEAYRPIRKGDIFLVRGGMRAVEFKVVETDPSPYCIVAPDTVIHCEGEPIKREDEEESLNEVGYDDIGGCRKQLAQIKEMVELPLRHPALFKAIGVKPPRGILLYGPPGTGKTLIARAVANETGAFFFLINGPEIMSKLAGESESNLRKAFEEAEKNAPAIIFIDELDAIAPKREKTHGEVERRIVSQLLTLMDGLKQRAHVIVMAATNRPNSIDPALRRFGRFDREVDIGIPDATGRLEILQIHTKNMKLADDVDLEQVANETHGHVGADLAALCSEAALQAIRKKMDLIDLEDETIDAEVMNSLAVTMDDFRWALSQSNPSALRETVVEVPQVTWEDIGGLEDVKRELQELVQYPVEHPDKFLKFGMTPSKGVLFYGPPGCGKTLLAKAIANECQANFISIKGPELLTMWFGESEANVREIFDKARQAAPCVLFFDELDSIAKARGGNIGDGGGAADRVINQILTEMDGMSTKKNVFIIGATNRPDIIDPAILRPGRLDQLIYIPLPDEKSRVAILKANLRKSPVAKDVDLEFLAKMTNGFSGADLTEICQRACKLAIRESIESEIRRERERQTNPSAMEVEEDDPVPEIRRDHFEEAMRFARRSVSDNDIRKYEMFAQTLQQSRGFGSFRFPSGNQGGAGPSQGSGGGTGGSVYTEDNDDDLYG
NPY-Y2 PAM-ag: NPY-Y2 potentiators or agonists, primary screen, cell-based; Neuropeptide Y receptor type 2 (Homo sapiens), P49146; cells expressing NPY-Y2, potentiator/agonist read-out; activation, % at 3.6 µM; 0.45% of 220,000 active; in the data active = activation above about 27%;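 note: cells stimulated with NPY near EC25 plus isoproterenol at EC100; 0% = vehicle plus submaximal agonist and 100% = vehicle plus saturating agonist; some results beyond the cut were filed as inactive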
NPY1 pot ag: NPY-Y1 receptor potentiators or agonists, primary screen, cell-based. Neuropeptide Y receptor type 1 (Homo sapiens), P25929. NPY-Y1 expressing cells, potentiator/agonist activation. activation, % at 3.6 µM. 0.37% of 220,000 active; in the data active = activation above about 33%, passing the limit was not always enough;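 note: cells stimulated with NPY at EC10 then isoproterenol at EC100; 0% = low agonist plus stimulus and 100% = saturating agonist plus stimulus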
PGE2 EP2 inh: human EP2 receptor antagonists, primary screen, TR-FRET cAMP, C6 glioma cells; Prostaglandin E2 receptor EP2 subtype (Homo sapiens), P43116; C6 glioma cells expressing human EP2; cells stimulated with saturating PGE2; inhibition, % at 25 µM; 0.52% of 260,000 active; AID 1422, 2008;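 active = percent inhibition above 40 after rounding to a whole number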;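 note: rat C6 glioma host cells with rolipram phosphodiesterase inhibitor present; the protocol text gives 20 µM as final concentration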
NPY Y1 blocker: NPY-Y1 receptor antagonists, primary screen, cell-based; inhibition, % at 3.6 µM; Neuropeptide Y receptor type 1 (Homo sapiens), P25929; 1% of 200,000 active; AID 1040, 2008; HEK293-CNG Y1 cells, membrane potential fluorescence; NPY at EC95, then isoproterenol;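 active = inhibition above the campaign mean inhibition of all tested compounds plus 3 SD, cut at about 20% in these data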;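 note: 0% = DMSO wells given NPY plus isoproterenol and 100% = isoproterenol alone without NPY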
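Material: Y1- and CNG-channel-expressing HEK293 cells / Probe or stimulus: NPY 25 nM then isoproterenol 1 µM plus Ro 20-1724 25 µM / Doses: 3.6 µM single dose, DMSO 0.4% / Schedule: compound incubation 1 h at room temperature, readout 45 min post-stimulation / Signal: membrane potential fluorescence / Benchmarks: isoproterenol-only wells as full block versus NPY-plus-isoproterenol wells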
S1P4 ag: S1P4 receptor agonists, primary screen, cell-based; Sphingosine 1-phosphate receptor 4 (Homo sapiens), O95977; S1P4-expressing cell line, agonist reporter assay; activation, % at 4.98 µM; 0.35% of 220,000 active; in the data active = activation above about 11%;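 note: 0% = DMSO vehicle and 100% = reference agonist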
Active calls of the source: *; & = joins results of further samples; [ ] = another dose, or the depositor's remark.

How did O=c1[nH]c(=O)n(Cc2ccco2)c2c1C(C(F)(F)F)(C(F)(F)F)N=C(CCc1ccccc1)N2 do in these assays?
EP2 modulator: -25; S1P4 antag: -18; eIF4E 4G PPI: 0; p97 inhibitor: 6; NPY-Y2 PAM-ag: 15; NPY1 pot ag: 8; PGE2 EP2 inh: 23; NPY Y1 blocker: 1; S1P4 ag: -1.9

What do the screens show for `CC(C)O/N=C1\C(=O)N(c2ccccc2)c2ccccc21`?
EP2 modulator: 19; S1P4 antag: 2; eIF4E 4G PPI: 1; p97 inhibitor: -7; NPY-Y2 PAM-ag: -11; NPY1 pot ag: -20; PGE2 EP2 inh: 5; NPY Y1 blocker: 3; S1P4 ag: -2.2

How did CC(C)(C)c1nc2ccc([N+](=O)[O-])cc2[nH]1 do in these assays?
EP2 modulator: -13; S1P4 antag: -16; eIF4E 4G PPI: -2; p97 inhibitor: 4; NPY-Y2 PAM-ag: -10; NPY1 pot ag: -3; PGE2 EP2 inh: 4; NPY Y1 blocker: 0; S1P4 ag: 2.0

How did NNc1nccc(Nc2ccccc2C(=O)O)n1 do in these assays?
EP2 modulator: 20; S1P4 antag: -19; eIF4E 4G PPI: 1[fluorescence artefact?]; p97 inhibitor: -2; NPY-Y2 PAM-ag: 2; NPY1 pot ag: -13; PGE2 EP2 inh: 7; NPY Y1 blocker: -2; S1P4 ag: 1.1

How did Cc1ccc(C)c(-n2c(-c3csc(C)c3)n[nH]c2=S)c1 do in these assays?
EP2 modulator: 14; S1P4 antag: 7; eIF4E 4G PPI: -5[fluorescence artefact?]; p97 inhibitor: -7; NPY-Y2 PAM-ag: -16; NPY1 pot ag: 0; PGE2 EP2 inh: 1; NPY Y1 blocker: 4; S1P4 ag: -1.7

Results for COc1ccc(OCC(=O)N/N=C(\C)c2ccc(-n3ccnc3)cc2)cc1 ?
EP2 modulator: -21; S1P4 antag: 0; eIF4E 4G PPI: 0; p97 inhibitor: 6; NPY-Y2 PAM-ag: 9; NPY1 pot ag: -17; PGE2 EP2 inh: 12; NPY Y1 blocker: 7; S1P4 ag: -0.8

Results for Cc1ccc2[nH]cc(C(=O)CN3CCC4(CC3)OCCO4)c2c1 ?
EP2 modulator: -8; S1P4 antag: 4; eIF4E 4G PPI: -1; p97 inhibitor: -5; NPY-Y2 PAM-ag: -7; NPY1 pot ag: 7; PGE2 EP2 inh: 17; NPY Y1 blocker: 3; S1P4 ag: 2.2

What do the screens show for `O=C(c1cc(F)ccc1F)C1CCCN(C(=O)c2ccco2)C1` (stereo not given)?
EP2 modulator: 8; S1P4 antag: -16; eIF4E 4G PPI: 3; p97 inhibitor: -1; NPY-Y2 PAM-ag: 3; NPY1 pot ag: 0; PGE2 EP2 inh: 4; NPY Y1 blocker: -2; S1P4 ag: 1.7

Results for CCC(C)(C)c1ccc(OCCCC[n+]2cccc(C)c2)c(C(C)(C)CC)c1 ?
EP2 modulator: -62; S1P4 antag: -9; eIF4E 4G PPI: 3; p97 inhibitor: 0; NPY-Y2 PAM-ag: -18; NPY1 pot ag: -28; PGE2 EP2 inh: 12; NPY Y1 blocker: 1; S1P4 ag: 0.1

How did OC1CCCN(Cc2cn(Cc3ccccc3)nc2-c2cc3ccccc3o2)C1 (stereo not given) do in these assays?
EP2 modulator: -68; S1P4 antag: -3; eIF4E 4G PPI: 0; p97 inhibitor: 1; NPY-Y2 PAM-ag: -7; NPY1 pot ag: -9; PGE2 EP2 inh: 0; NPY Y1 blocker: 12; S1P4 ag: 1.1

In the list so far, two have fluorine.
How did O=c1[nH]c(=O)n(Cc2ccco2)c2c1C(C(F)(F)F)(C(F)(F)F)N=C(CCc1ccccc1)N2 do in these assays?
EP2 modulator: -25; S1P4 antag: -18; eIF4E 4G PPI: 0; p97 inhibitor: 6; NPY-Y2 PAM-ag: 15; NPY1 pot ag: 8; PGE2 EP2 inh: 23; NPY Y1 blocker: 1; S1P4 ag: -1.9

What do the screens show for `O=C(c1cc(F)ccc1F)C1CCCN(C(=O)c2ccco2)C1` (stereo not given)?
EP2 modulator: 8; S1P4 antag: -16; eIF4E 4G PPI: 3; p97 inhibitor: -1; NPY-Y2 PAM-ag: 3; NPY1 pot ag: 0; PGE2 EP2 inh: 4; NPY Y1 blocker: -2; S1P4 ag: 1.7

Later entries:
Results for CN(C)C(=O)CSc1nnc(Cc2ccccc2)n1Cc1ccco1 ?
EP2 modulator: 4; S1P4 antag: 0; eIF4E 4G PPI: -1[fluorescence artefact?]; p97 inhibitor: -1; NPY-Y2 PAM-ag: 3; NPY1 pot ag: 39; PGE2 EP2 inh: 2; NPY Y1 blocker: 1; S1P4 ag: -5.0

What do the screens show for `Cc1ccccc1Cn1nc(C)c(NC(=O)c2cc3nc(-c4ccco4)cc(C(F)(F)F)n3n2)c1C`?
EP2 modulator: 30&22; S1P4 antag: 9; eIF4E 4G PPI: 0; p97 inhibitor: -2; NPY-Y2 PAM-ag: 0; NPY1 pot ag: 3; PGE2 EP2 inh: 9&11; NPY Y1 blocker: 2; S1P4 ag: 0.6

Results for Cc1ccccc1NC(=O)c1cccc(S(C)(=O)=O)c1 ?
EP2 modulator: -8; S1P4 antag: 6; eIF4E 4G PPI: -5; p97 inhibitor: 0; NPY-Y2 PAM-ag: 4; NPY1 pot ag: 23; PGE2 EP2 inh: 4; NPY Y1 blocker: 0; S1P4 ag: 0.6

Results for Cc1ccc(S(=O)(=O)n2nc(-c3ccco3)nc2SCc2ccccc2)cc1 ?
EP2 modulator: 38; S1P4 antag: -4; eIF4E 4G PPI: 3; p97 inhibitor: 2; NPY-Y2 PAM-ag: 2; NPY1 pot ag: 8; NPY Y1 blocker: 5; S1P4 ag: -0.1

Results for CC1CCCC(C)N1C(=C(Cl)Cl)C(=C1SCCS1)[N+](=O)[O-] (stereo not given) ?
EP2 modulator: 37; S1P4 antag: 10; eIF4E 4G PPI: -1; p97 inhibitor: 0; NPY-Y2 PAM-ag: 5; NPY1 pot ag: 14; PGE2 EP2 inh: 2; NPY Y1 blocker: -3; S1P4 ag: 0.1

How did CC1CCCC(C)N1NC(=S)Nc1ccc(OC(F)F)cc1 (stereo not given) do in these assays?
EP2 modulator: -80; S1P4 antag: 2; eIF4E 4G PPI: 5; p97 inhibitor: -2; NPY-Y2 PAM-ag: 5; NPY1 pot ag: 13; PGE2 EP2 inh: 3; NPY Y1 blocker: 3; S1P4 ag: 1.9

What do the screens show for `Cc1c(Cl)cnc(NC(=O)COC(=O)c2cccc(S(=O)(=O)N3c4ccccc4CC3C)c2)c1Cl` (stereo not given)?
EP2 modulator: 12; S1P4 antag: -13; eIF4E 4G PPI: 12; p97 inhibitor: 1; NPY-Y2 PAM-ag: 1; NPY1 pot ag: 25; PGE2 EP2 inh: 4; NPY Y1 blocker: -1; S1P4 ag: 0.0

Results for Cc1ccc(S(=O)(=O)N(CCC(=O)Nc2ccc(OC(F)(F)F)cc2)c2ccccc2)cc1 ?
EP2 modulator: 34; S1P4 antag: -25; eIF4E 4G PPI: 10; p97 inhibitor: -1; NPY-Y2 PAM-ag: -1; NPY1 pot ag: -2; PGE2 EP2 inh: 3; NPY Y1 blocker: 5; S1P4 ag: 0.0

How did CCOc1ccccc1-n1c(=S)sc2c(=O)n(-c3ccccc3)c(=S)[nH]c21 do in these assays?
EP2 modulator: -9; S1P4 antag: -3; eIF4E 4G PPI: -1; p97 inhibitor: 1; NPY-Y2 PAM-ag: -23; NPY1 pot ag: 7; PGE2 EP2 inh: 5; NPY Y1 blocker: 7; S1P4 ag: -3.0

What do the screens show for `C/C(=N\Nc1cc(C)nc(-c2ccccc2)n1)c1cccc([N+](=O)[O-])c1`?
EP2 modulator: -2; S1P4 antag: -3; eIF4E 4G PPI: -4; p97 inhibitor: 5; NPY-Y2 PAM-ag: -5; NPY1 pot ag: 5; PGE2 EP2 inh: 16; NPY Y1 blocker: 5; S1P4 ag: 0.8

Results for C=CCNc1oc(-c2ccc(OCC)cc2)nc1C#N ?
EP2 modulator: -23; S1P4 antag: 6; eIF4E 4G PPI: 0; p97 inhibitor: 0; NPY-Y2 PAM-ag: 17; NPY1 pot ag: -12; PGE2 EP2 inh: 10; NPY Y1 blocker: 0; S1P4 ag: 0.2

How did CCCN(CCC)C(=O)c1cc(-c2ccc3c(c2)OCO3)nc2ccccc12 do in these assays?
EP2 modulator: 40; S1P4 antag: -13; eIF4E 4G PPI: -5[fluorescence artefact?]; p97 inhibitor: -2; NPY-Y2 PAM-ag: -8; NPY1 pot ag: -25; PGE2 EP2 inh: 8; NPY Y1 blocker: 18; S1P4 ag: 2.7

Results for O=C(Oc1ccc2ccccc2c1Cl)N1CCCC1 ?
EP2 modulator: 0&-26; S1P4 antag: 6; eIF4E 4G PPI: -2; p97 inhibitor: -9; NPY-Y2 PAM-ag: 11; NPY1 pot ag: 0; PGE2 EP2 inh: 5&6; NPY Y1 blocker: -6; S1P4 ag: 3.3

How did CC(C)CC1c2[nH]c3ccccc3c2CCN1CCCn1cccn1 (stereo not given) do in these assays?
EP2 modulator: -7; S1P4 antag: -11; eIF4E 4G PPI: -2; p97 inhibitor: 0; NPY-Y2 PAM-ag: -11; NPY1 pot ag: 5; PGE2 EP2 inh: 2; NPY Y1 blocker: 4; S1P4 ag: 0.6

What do the screens show for `CCc1ccc2oc(C(=O)Nc3ccc(S(N)(=O)=O)cc3)c(C)c2c1`?
EP2 modulator: 13; S1P4 antag: -8; eIF4E 4G PPI: 0; p97 inhibitor: 3; NPY-Y2 PAM-ag: -10; NPY1 pot ag: -1; PGE2 EP2 inh: 6; NPY Y1 blocker: 0; S1P4 ag: -1.1

Results for O=C(COc1cccc2ccccc12)NNC(=O)[C@@H]1CCCC[C@@H]1C(=O)O ?
EP2 modulator: 2; S1P4 antag: -2; eIF4E 4G PPI: -1; p97 inhibitor: 1; NPY-Y2 PAM-ag: -20; NPY1 pot ag: -16; PGE2 EP2 inh: 10; NPY Y1 blocker: 10; S1P4 ag: 1.6

Results for Cc1cccc(-n2cnc(C(=O)O)c2)n1 ?
EP2 modulator: 12; S1P4 antag: 0; eIF4E 4G PPI: 5; p97 inhibitor: 7; NPY-Y2 PAM-ag: 9; NPY1 pot ag: -12; PGE2 EP2 inh: 4; NPY Y1 blocker: -1; S1P4 ag: -2.1

How did Cc1cc(NS(=O)(=O)Cc2ccccc2)cc(C)c1OCC(=O)N1CCOCC1 do in these assays?
EP2 modulator: 28; S1P4 antag: 2; eIF4E 4G PPI: -3; p97 inhibitor: -3; NPY-Y2 PAM-ag: -9; NPY1 pot ag: -20; PGE2 EP2 inh: 11; NPY Y1 blocker: -2; S1P4 ag: -0.7

These rows are one share of the data (hit frequency here may not be typical).
